Compound activity from PubChem.
ATXN2 expr inh: Primary qHTS for Inhibitors of ATXN expression; HEK-293 ATXN2-luciferase reporter, luminescence, 24 h; Potency, µM (highest dose often 57 µM), for inactives: at the highest dose activity change, negative = inhibition, hits mostly inhibitors; 360,000 tested, 0.72% active; note: potency is the fitted concentration of half-maximal effect; % is set by controls: 0 for no effect and ±100 for the full control effect; nearly all actives have a fitted effect of over 55% in size
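ATXN2-luciferase reporter cells (luciferase flanked by upstream and downstream ATXN2 gene portions) were treated 24 h at 37 °C with compounds at up to 57 uM. SteadyGlo luminescence gave expression; GF-AFC fluorescence gave viability.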
KB-3-1 tox: qHTS assay for MDR1-selective chemotherapeutics: Primary screen using the parental adenocarcinoma cell KB-3-1; KB-3-1 viability, CellTiter-Glo ATP luminescence, 72 h; Potency, µM (top dose mostly 46.1 µM), without a hit: at the highest dose activity change, negative = cytotoxic, hits mostly cytotoxic; 400,000 tested, 1.4% active; AID 1347075, 2019; note: potency is the fitted concentration of half-maximal effect; % is set by controls: 0 for no effect and ±100 for the full control effect; nearly all actives have a fitted effect of over 60% in size
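Luminescent ATP read-out (CellTiter-Glo) measures survival of drug-naive KB-3-1 cells after 72 h compound exposure at 37 °C. Titration series was screened from lowest to highest concentration, with DMSO vehicle plates as background controls.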
MCF10A rereplic: A quantitative high throughput screen for small molecules that induce DNA re-replication in MCF 10a normal breast cells. MCF 10A DNA re-replication, Hoechst nuclear intensity, 48 h. Potency, µM (highest dose often 46.1 µM), for the others: top-dose activity, positive = re-replication, most hits filed as activators. 350,000 tested, 2.9% active. AID 624296, 2012; note: potency is the fitted concentration of half-maximal effect; % of control where 0% means no effect; nearly all actives have a fitted effect of over 50% in size
WRN inhibitor: qHTS for Inhibitors of WRN Helicase | Bifunctional 3'-5' exonuclease/ATP-dependent helicase WRN (Homo sapiens), Q14191 | WRN helicase unwinding, fluorescent forked duplex, kinetic | 360,000 tested, 0.46% active | Potency, µM (series often up to 114 µM), for the others: top-dose activity change, negative = inhibition, actives largely listed as inhibitors; note: potency is the fitted concentration of half-maximal effect; % is set by controls: 0 for no effect and ±100 for the full control effect; nearly all actives have a fitted effect of over 55% in size
Target sequence (Q14191 whole entry, looked up): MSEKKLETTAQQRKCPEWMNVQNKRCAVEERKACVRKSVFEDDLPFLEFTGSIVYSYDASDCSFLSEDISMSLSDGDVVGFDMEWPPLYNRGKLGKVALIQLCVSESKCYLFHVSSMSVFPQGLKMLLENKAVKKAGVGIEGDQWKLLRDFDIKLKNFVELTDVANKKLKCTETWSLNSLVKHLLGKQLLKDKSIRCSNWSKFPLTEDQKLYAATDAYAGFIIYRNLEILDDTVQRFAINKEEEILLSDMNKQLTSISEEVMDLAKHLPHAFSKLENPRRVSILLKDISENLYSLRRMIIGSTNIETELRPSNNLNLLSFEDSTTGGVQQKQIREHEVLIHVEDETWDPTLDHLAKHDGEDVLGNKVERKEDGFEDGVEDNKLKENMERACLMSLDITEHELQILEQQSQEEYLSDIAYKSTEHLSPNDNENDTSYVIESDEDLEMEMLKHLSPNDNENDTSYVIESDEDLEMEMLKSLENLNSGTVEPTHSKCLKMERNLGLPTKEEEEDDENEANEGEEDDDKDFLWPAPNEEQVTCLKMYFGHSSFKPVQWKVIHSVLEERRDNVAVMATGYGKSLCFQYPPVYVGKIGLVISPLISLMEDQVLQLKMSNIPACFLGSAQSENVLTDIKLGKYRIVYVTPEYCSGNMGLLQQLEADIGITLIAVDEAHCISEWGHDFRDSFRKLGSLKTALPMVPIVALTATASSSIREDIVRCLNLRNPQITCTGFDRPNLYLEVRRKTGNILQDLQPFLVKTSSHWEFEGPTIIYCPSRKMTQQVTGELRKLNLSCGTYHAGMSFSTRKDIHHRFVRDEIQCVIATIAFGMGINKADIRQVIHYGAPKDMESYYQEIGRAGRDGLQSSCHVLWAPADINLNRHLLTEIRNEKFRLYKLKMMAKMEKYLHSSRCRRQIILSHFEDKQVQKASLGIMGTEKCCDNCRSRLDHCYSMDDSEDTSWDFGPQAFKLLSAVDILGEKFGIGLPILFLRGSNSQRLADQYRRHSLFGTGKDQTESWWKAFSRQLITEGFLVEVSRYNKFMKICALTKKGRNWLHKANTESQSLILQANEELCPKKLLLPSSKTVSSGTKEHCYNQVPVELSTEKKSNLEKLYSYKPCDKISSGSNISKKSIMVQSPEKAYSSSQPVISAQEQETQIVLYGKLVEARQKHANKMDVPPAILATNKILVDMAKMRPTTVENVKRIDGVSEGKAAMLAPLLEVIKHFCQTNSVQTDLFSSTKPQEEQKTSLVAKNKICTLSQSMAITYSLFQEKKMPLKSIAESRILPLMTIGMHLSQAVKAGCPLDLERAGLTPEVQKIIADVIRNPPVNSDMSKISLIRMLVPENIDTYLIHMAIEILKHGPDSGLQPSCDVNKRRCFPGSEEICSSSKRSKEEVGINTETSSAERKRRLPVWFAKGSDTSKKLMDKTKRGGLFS
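Primary qHTS, 1536-well format. 20 nM WRN + compound, 15 min RT; start with 100 nM forked fluorophore/quencher duplex, 2 mM ATP (final); kinetic read ex 525/em 598 nm.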
HT1080NT lethal: qHTS for induction of synthetic lethality in tumor cells producing 2HG: qHTS for the HT-1080-NT fibrosarcoma cell line; HT-1080-NT fibrosarcoma viability, CellTiter-Glo ATP luminescence, 48 h; Potency, µM (series often up to 46.1 µM), without a hit: at the highest dose activity, negative = less viability, actives largely listed as cytotoxic; 360,000 tested, 1.6% active;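 note: NT is the 2HG producing partner of a matched IDH1 knockdown line; potency is the fitted concentration of half-maximal effect; 0% = DMSO-treated cells and -100% = media-only wells without cells; nearly all actives have a fitted effect of over 55% in size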
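Fibrosarcoma NT cells, 750 per well in 5% FBS RPMI, were exposed to compound for 48 hours. Viability: CellTiter-Glo luminescence.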
HT1080 IDH1KD tx: qHTS for induction of synthetic lethality in tumor cells producing 2HG: qHTS for the HT-1080-IDH1KD cell line; HT-1080 IDH1 knockdown viability, ATP luminescence, 48 h; Potency, µM (titrated, usually from 46.1 µM), for inactives: top-dose activity, negative = toxicity, hits mostly cytotoxic; 360,000 tested, 2% active;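 note: potency is the fitted concentration of half-maximal effect; 0% = DMSO wells and -100% = cell-free medium wells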
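Using the IDH1-knockdown HT-1080 line run in the same batch and compound series as the NT line, viability after 48 h at 37 °C was determined by CellTiter-Glo luminescence and expressed as % activity.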
IL1B secr inh: qHTS for Inhibitors of Inflammasome Signaling: IL-1-beta AlphaLISA Primary Screen | THP-1 LPS/ATP IL-1B secretion, AlphaLISA, 16 h; active compounds read low | activity change, % at 57.5 µM | 360,000 tested, 4.7% active; in the data active = activity change below about -50%; inconclusive = mostly about -30% to -49%; note: % is set by controls: 0 for no effect and ±100 for the full control effect
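Secreted IL-1B measured by AlphaLISA bead assay after 16 h compound exposure of THP-1 cells; compounds (final up to 57.5 uM) added 1 h before LPS (250 ng/mL) and ATP (1.25 mM) stimulation; lower signal means less secretion.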
SW480 rereplic: A quantitative high throughput screen for small molecules that induce DNA re-replication in SW480 colon adenocarcinoma cells; AID 624297, 2012; Potency, µM (titrated, usually from 46.1 µM), for the others: top-dose re-replication activation, actives largely listed as activators; 340,000 tested, 1.8% active; SW480 DNA re-replication, Hoechst DNA content imaging, 48 h; note: potency is the fitted concentration of half-maximal effect; % of control where 0% means no effect; nearly all actives have a fitted effect of over 55% in size
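Per well, 250 cells were exposed to pinned compound for 48 hr. Nuclear DNA was visualised with Hoechst (40 min, 37 C) and total object intensity recorded by fluorescence scanning.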
KB-V1 MDR tox: qHTS assay for MDR1-selective chemotherapeutics: Primary screen using the drug-selected MDR subline cells KB-V1 | KB-V1 MDR cells viability, CellTiter-Glo, 72 h | Potency, µM (highest dose often 46.1 µM), without a hit: at the highest dose activity change, negative = cytotoxicity, hits mostly cytotoxic | 400,000 tested, 3.4% active | AID 1347076, 2019; note: potency is the fitted concentration of half-maximal effect; % is set by controls: 0 for no effect and ±100 for the full control effect; nearly all actives have a fitted effect of over 60% in size
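qHTS viability screen in drug-selected KB-V1 MDR cells: 72 h compound treatment at 37 degrees C, ATP luminescence end point.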
Numbers without * were called inactive; ? = inconclusive; / = not tested or not shown; [ ] = dose if it differs, or a comment. Unless noted, calls come from the whole dose curve; as a rule, active = well fitted curve in the direction sought with a large enough effect; inconclusive = small, poorly fitted or top-dose-only effect, or another doubt; inactive = no such curve, though single readings can be large; an effect the other way counts as inactive or inconclusive.

SMILES | ATXN2 expr inh | KB-3-1 tox | MCF10A rereplic | WRN inhibitor | HT1080NT lethal | HT1080 IDH1KD tx | IL1B secr inh | SW480 rereplic | KB-V1 MDR tox
O=C(CCn1nc(-c2ccccc2)ccc1=O)NCCCN1CCCCCC1 | -1% | -6% | -2% | 4% | 11% | 14% | -2 | 1% | -3%
Cc1ccc(S(=O)(=O)N2CCCC2)cc1S(=O)(=O)N1CCCC1 | -1% | -1% | -1% | -2% | -9% | -12% | -4 | -17% | ?
COCc1ccc(CN2CCC(n3nccc3NC(=O)c3ccc4c(c3)OCO4)CC2)o1 | / | 1% | / | 15% | -5% | 5% | -10 | / | 6%
O=C(NNC(=O)c1csc(-c2cccnc2)n1)Nc1ccc(Cl)cc1 | 40%[activator] | 2% | 2% | 1% | -5% | 5% | -20 | -1% | 0%
O=C(COc1ccc(S(=O)(=O)NC2CCCCC2)cc1)NC1CCCC1 | / | 0% | 7% | 3% | -1% | 4% | 8 | 3% | ?
Cc1ccccc1NC1=NC(=S)N(CC(N)=O)C12CCOC(C)(C)C2 (stereo unspecified) | 3% | 19% | 2% | -2% | 11% | 3% | 6 | -53% | 2%
CCCC[C@@]1(C2CCCC2)Cc2cc(OCC(=O)O)c(Cl)c(Cl)c2C1=O | ? | 0% | -16% | 3% | -21% | ? | 40 | -2% | -3%
CCOC(=O)c1ccc(NCc2cccnc2)cc1 | / | 2% | 3% | 14% | 0% | 0% | -6 | -2% | -21%
CN(C)C(CNc1ncnc2sccc12)c1ccccc1 (stereo unspecified) | 3% | 10% | 27% | 1% | -2% | 0% | 12 | 23% | -20%
Cc1ccc(C)c(-n2cc(CN3CCN(C(=O)c4ncn[nH]4)CC3)c(-c3ccccc3)n2)c1 | -12% | -1% | 9% | -10% | 0% | -1% | -10 | ? | 0%
COc1ccc(CN(C)CC(=O)Nc2cccc(S(N)(=O)=O)c2)c(OC)c1OC | / | -7% | 0% | 3% | -5% | 1% | 4 | ? | -2%
CC(C)NC(=O)C1(c2ccccc2)CC1(Cl)Cl (stereo unspecified) | 3% | 24% | 0% | -3% | 2% | 3% | -8 | 6% | 1%
O=C1CCCCCN1Cc1ccccc1 | -3% | -3% | -6% | 10% | -6% | -3% | 0 | -5% | ?
COc1ccc(OCCC(=O)OCC(=O)NC(=O)NC2CCCCC2)cc1 | -3% | -4% | -3% | -6% | -1% | -1% | 1 | -5% | -2%
Cn1c(N)c(C(=O)CSc2nnc(C3CC3)n2N)c(=O)n(C)c1=O | 8% | -7% | 1% | 8% | 0%[9.24 µM] | -1% | -14 | -3% | 11%
Cc1nn(Cc2ccc(F)cc2)c(C)c1NC(=O)c1noc2c1CCCCC2 | -16% | -10% | 23% | -9% | -17% | -1% | -9 | 2% | ?
CN(Cc1ccccc1F)C(=O)COc1ccc(C(=O)c2ccccc2)cc1 | -24% | -14% | 21% | -2% | -11% | -19% | ? | 5% | -4%
O=S(=O)(c1ccc(Cl)cc1)N1CCN(CCc2ccncc2)CC1 | -4% | 0% | ? | 5% | 19% | -1% | 5 | -6% | -9%
O=S(=O)(NCc1cccnc1)c1ccc2ccccc2c1 | -10% | -5% | -7% | 6% | -11% | -6% | 0 | -11% | 2%
Cc1ccc(NC(=O)C(=O)NCCCN2CC(C(=O)O)CC2=O)cc1 (stereo unspecified) | -5% | -6% | -10% | -7% | 2% | -4% | 6 | -17% | ?
CCc1ccc(-c2cc(C)no2)cc1S(=O)(=O)N1CCN(c2ccc(C(C)=O)cc2)CC1 | -22% | ? | ? | -8% | -2% | -9% | -17 | ? | ?
CCOc1ccc(NC(=O)OCCN2CCN(CCc3ccccc3)C(C)C2)cc1 (stereo unspecified) | -14% | ? | ? | -6% | 2% | -1% | -70* | 5% | 0%
FC(F)(F)c1ccc(Cl)c(-n2c(-c3ccco3)n[nH]c2=S)c1 | 3% | 20% | 4% | -3% | 1% | -1% | 9 | 3% | 25%
COc1ccc(N2CCN(CC(=O)Nc3ccccc3C(=O)NCc3ccccc3)CC2)cc1 | -17% | -25% | 21% | -13% | -13% | -9% | 3 | -17% | -15%
Cc1c(CC(=O)N2CCN(C(=O)C3COc4ccccc4O3)CC2)c(=O)oc2c(C)c(O)ccc12 (stereo unspecified) | -1% | -14% | -20% | 6% | -10% | -9% | -8 | -3% | 3%
Cn1c(=O)cc(SCC(=O)Nc2ccccn2)c2ccccc21 | -33% | 9% | 3% | -1% | 4% | -5% | 25 | -3% | 3%
CCCC(=O)c1ccc(N2CCN(C(=O)c3ccccc3)CC2)c(F)c1 | -18% | -7% | 20% | -11% | -1% | -7% | -4 | 6% | 0%
CC(=C1C(=O)c2ccccc2C1=O)N1CCN(c2ccccn2)CC1 | 26% | 10% | 6% | -10% | 3% | 2% | 34 | -4% | 25%
COc1ccc(-c2nc3c(C)cc(Br)cn3c2Cc2ccccc2)cc1OC | -16% | -3% | / | -3% | ? | ? | -2 | / | 0%
CN(C)S(=O)(=O)c1ccc(C(=O)N2CCN(S(=O)(=O)c3cccs3)CC2)cc1 | -14% | -10% | 0% | 0%[57.1 µM] | 23% | 28% | -2 | 2% | -15%
Cc1ccc(S(C)(=O)=N/C=C2\C(=O)c3sccc3N(C)S2(=O)=O)cc1 (stereo unspecified) | / | -4% | 6% | -3% | -5% | -2% | 39 | -1% | 8%
COc1ccc(C(=O)CNc2ccc3ccccc3c2)cc1 | 15%[11.3 µM] | 1% | 22% | -14% | -4% | 13% | 17 | -6% | -24%
COc1ccc(Cc2nnc(Nc3ccc(Cl)cc3)[nH]c2=O)cc1 | / | -2% | 0% | -12% | 3% | 15% | 5 | 5% | ?
CC(=O)Nc1nc(C)c(-c2csc(Nc3ccc(O)cc3)n2)s1 | -17% | 8.2µM* | 18µM* | -30% | ? | 18µM* | -88* | ? | -10%
CN(C)C(CNC(=O)c1cc(-c2ccco2)nc2ccccc12)c1ccccc1 (stereo unspecified) | 1% | 1% | 10% | ? | -16% | -1% | 15 | -3% | -4%
CCOC(=O)CSc1snnc1-c1ccccc1 | 3% | 7% | -5% | 5% | -1% | 0% | 14 | -6% | ?
CC(=O)N(CC(=O)Nc1nn(-c2ccccc2)nc1C(N)=O)Cc1ccccc1 | ? | -2% | 0% | 8% | 0% | 3% | -18 | 0% | 17%
Nc1nonc1C(=O)NCCNCc1cc(Br)ccc1OCc1ccccc1F | ? | ? | 25% | 5% | -11% | -14% | -56* | 5% | ?
Cc1ccc(NCc2nc3ccccc3n2C)cc1C | 57%[activator] | 2% | -11% | -28% | -19% | -11% | 15 | -41%[inhibitor] | -7%
CC(=O)c1ccccc1NC(=O)CSc1n[nH]c(=O)n1C1CC1 | 10% | -8% | -1% | 0% | -1% | -16% | 38 | -4% | 7%
Cc1cccc(C)c1NC(=O)CN1C(=O)C2CC=CCC2C1=O (stereo unspecified) | / | 0% | 2% | -5% | 0% | 1% | -3 | 0% | 0%
CC(C)NCC#CCOc1ccc(Cl)cc1 | / | 2% | ? | -3% | -2% | 0% | -21 | -106%[inhibitor] | 3%
COc1ccc(CCNC(=O)COc2ccc(S(=O)(=O)NC3CCCCC3)cc2Cl)cc1 | ? | -16% | ? | -13% | ? | ? | -5 | 25% | 15µM*
COc1ccc(C(=O)Nc2ccc3c(c2)Cc2ccccc2-3)cc1 | 0% | -5% | 7% | -10%[57.1 µM] | 4% | 0% | 15 | 5% | ?
CCCC(=O)Nc1ccc(S(=O)(=O)Nc2nccs2)cc1 | / | 0% | 6% | 10% | 1% | 8% | -4 | 0% | 29%
Cc1cc(C)cc(NC(=O)Cc2ccc(-n3cccc3)cc2)c1 | -27% | 10% | ? | 0% | 0% | -12% | -5 | -7% | -1%
CC(C)OC(=O)c1cc2ccccc2[nH]1 | 9% | 1% | 0% | 6% | 6% | 4% | -7 | -11% | -5%
O=C(Nc1ccon1)c1cccc(C(F)(F)F)c1 | -6% | -4% | -2% | -1% | 4% | 1% | -10 | 1% | -3%
C/C(=N\NC(N)=S)c1cc(-c2ccccc2)c(-c2ccccc2)s1 | ? | -5% | ? | -2% | ? | ? | ? | ? | ?
C/C(=N\NS(=O)(=O)c1ccc([N+](=O)[O-])cc1)c1cccs1 | / | 2% | -1% | 4% | 1% | -1% | 7 | -153%[inhibitor] | -4%
COc1ccc(/C(O)=C2/C(=O)C(=O)N(CCN(C)C)C2c2ccc(F)cc2)cc1Cl (stereo unspecified) | -9% | -3% | 0% | 6% | 0% | -2% | -6 | -5% | 0%
